bIAP act = intestinal alkaline phosphatase (bovine) activation | purified bovine IAP, CDP-star luminescence, 30 min; stronger effect = higher value; fold of DMSO-control signal, blank-subtracted | activation factor at 20 µM | 0.17% of 200,000 active;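 active = activation factor of 2 or more at 20 µM, a signal rise over negative controls twice the positive control's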
PPARg SRC3 recr = promotes SRC-3 coactivator recruitment by human PPARgamma. P37231. biochemical PPARgamma/SRC-3 coactivator recruitment assay. activation, % at 8 µM. 0.26% of 200,000 active. AID 731; in the data active = activation above about 23%;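 note: 0% = DMSO and 100% = reference agonist; some compounds past the cut are filed as inactive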
TR-FRET SRC-2 ct = TR-FRET artefact, counter-screen to PPARgamma/SRC-2 agonist assay; stronger effect = higher value; TR-FRET ratio at 8 µM; 0.4% of 200,000 active; AID 1049; in the data active = TR-FRET ratio above about 2000; note: inactives centre near 1500
STAT3 activator = increases IL-6 driven STAT3 reporter signal | U3A cells, IL-6 STAT3-luciferase reporter, luminescence; 100% = signal with IL-6 EC80 alone | activation (% of control), % at 5.6 µM | 0.91% of 190,000 active;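 active = activation above the screen-wide mean of compound activation plus 3 SD, cut at about 130% in these data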;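 note: 0% = background luminescence of wells with medium and substrate only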
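Material: human STAT1-deficient U3A cells with stable STAT3-luciferase reporter / Probe or stimulus: IL-6 stimulus at 33 ng/mL final / Schedule: 1 h compound pre-exposure, 6 h IL-6 stimulation, 37 °C / Technique: luminescence / Read-out basis: percent of IL-6-only median luminescence / Control set: IL-6-only high control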
TNAP act hiacc = activators of human TNAP at high phosphate acceptor concentration; P05186; purified TNAP, CDP-star luminescence, 1 M DEA, 30 min; stronger effect = higher value; 0 = EDTA background, 1 = DMSO-only activity; activation factor at 20 µM; 200,000 tested, under 10 active; AID 1136;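 active = activation factor at least 2 at 20 µM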
Target sequence (P05186 whole entry, looked up): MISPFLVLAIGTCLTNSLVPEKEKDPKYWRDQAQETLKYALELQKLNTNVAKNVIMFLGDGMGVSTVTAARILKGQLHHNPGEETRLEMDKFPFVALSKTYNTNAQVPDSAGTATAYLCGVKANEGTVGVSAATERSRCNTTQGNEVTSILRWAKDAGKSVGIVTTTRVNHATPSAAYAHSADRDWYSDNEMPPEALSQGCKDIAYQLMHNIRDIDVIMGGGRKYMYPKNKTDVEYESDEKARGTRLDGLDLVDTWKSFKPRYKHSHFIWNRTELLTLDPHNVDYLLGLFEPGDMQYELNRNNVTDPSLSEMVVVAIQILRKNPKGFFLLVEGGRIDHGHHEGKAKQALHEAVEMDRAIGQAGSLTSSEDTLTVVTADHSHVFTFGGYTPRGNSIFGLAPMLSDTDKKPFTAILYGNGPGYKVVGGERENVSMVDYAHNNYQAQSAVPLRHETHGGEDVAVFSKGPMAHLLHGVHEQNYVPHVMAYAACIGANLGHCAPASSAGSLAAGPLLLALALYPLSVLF
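Test system – human TNAP · Doses – 20 µM single point · Incubation – 30 min, room temperature · Signal – luminescent substrate turnover signal · Read-out basis – activation factor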
PPARg SRC-1 ag = agonists of human PPARgamma SRC-1 coactivator recruitment; P37231; 0.41% of 200,000 active; AID 631; activation, % at 8 µM; PPARgamma-SRC-1 coactivator recruitment biochemical assay; in the data active = activation above about 19%;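 note: 0% = DMSO and 100% = reference agonist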
STAT3 inh = STAT3 signaling inhibition; U3A cells, IL-6 STAT3-luciferase reporter, luminescence; host cell line lacks STAT1; 0.89% of 190,000 active; inhibition, % at 5.5 µM; AID 862;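 active = inhibition above the mean inhibition across all screened compounds plus 3 SD, cut at about 44% in these data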;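 note: 0% = DMSO only wells and 100% = 100 µM nifuroxazide control wells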
bIAP inh = blocks bovine intestinal alkaline phosphatase activity; purified bovine IAP, CDP-star luminescence, 30 min; inhibition, % at 20 µM; 190,000 tested, under 10 active; AID 1019;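 active = over 50% inhibition of intestinal alkaline phosphatase at 20 µM in the single-dose screen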
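Incubation: 30 min reaction at room temperature / Material: purified bovine intestinal alkaline phosphatase (IAP) enzyme / Input: enzyme at 1/65,000,000 dilution / Dosing: 20 µM single dose / Signal: CDP-star luminescence signal / Reagent: CDP-star chemiluminescent phosphatase substrate, 30 µM final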
PPARg SRC2 recr = promotes SRC-2 coactivator recruitment by human PPARgamma. PPARgamma LBD-SRC-2 recruitment, biochemical. activation, % at 8 µM. AID 1032. 0.34% of 200,000 active. P37231; in the data active = activation above about 22%;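 note: 0% = vehicle and 100% = reference agonist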
ROMK primary = modulates human ROMK potassium channel activity; 2% of 130,000 active; Tet-inducible ROMK, thallium flux fluorescence; actives lie on both sides; B-score at 10 µM;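 active = signal ratio slope over the read window, or its plate-corrected B-score, at least 3 SD from the plate mean, either direction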;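 note: B-score of the F/F0 ratio slope over 7 to 12 s after thallium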
Target sequence (P48048 whole entry, looked up): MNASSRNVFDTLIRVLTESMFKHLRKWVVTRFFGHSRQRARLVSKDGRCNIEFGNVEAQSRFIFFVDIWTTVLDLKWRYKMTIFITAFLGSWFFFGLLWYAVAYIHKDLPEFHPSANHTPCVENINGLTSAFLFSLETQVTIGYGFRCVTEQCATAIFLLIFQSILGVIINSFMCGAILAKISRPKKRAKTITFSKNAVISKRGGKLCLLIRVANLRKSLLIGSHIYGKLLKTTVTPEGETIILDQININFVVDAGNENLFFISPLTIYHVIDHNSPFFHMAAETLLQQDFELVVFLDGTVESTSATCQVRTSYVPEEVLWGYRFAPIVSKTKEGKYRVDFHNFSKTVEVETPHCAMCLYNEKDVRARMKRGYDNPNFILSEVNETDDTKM
STAT1 inh = inhibitors of IFN-gamma induced STAT1 signaling | NIH 3T3 STAT1-luciferase reporter, luminescence | inhibition, % at 5.5 µM | 0.35% of 200,000 active | AID 920;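 active = inhibition above a set limit, the mean inhibition across all tested compounds plus 3 SD, cut at about 34% in these data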;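 note: 0% = IFN-gamma with DMSO and 100% = IFN-gamma with 300 µM nifuroxazide; values of inactives mirror those of a sister screen read the other way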
An asterisk follows results filed as active; x = not tested or not shown. This is a random part of the collection (roughly 3.7% active in at least one column).

SMILES	bIAP act	PPARg SRC3 recr	TR-FRET SRC-2 ct	STAT3 activator	TNAP act hiacc	PPARg SRC-1 ag	STAT3 inh	bIAP inh	PPARg SRC2 recr	ROMK primary	STAT1 inh
O=C(c1ccccc1[N+](=O)[O-])n1cnc2ccccc21	1	-2	1438	91	1.1	2	12	2	-7	0.13	-2
COCCN(Cc1nc(C2(c3ccc(C)cc3)CCCC2)no1)C(C)C	1	1	1515	107	1	5	-3	1	8	-0.016	-1
O=C(CN1CCCCC1)NCC1(c2ccccc2)CCCC1	1	2	1596	105	1	-2	-2	-2	1	-0.07	-3
O=C1CC(c2cccc([N+](=O)[O-])c2)c2cc3c(cc2N1)CCC3 (stereo unspecified)	1	0	1560	112	1	9	-14	-4	5	-0.84	25
CC1(C)CC(=O)c2cc(C(=O)NNc3ccccc3)c(=O)n(-c3ccccc3)c2C1	1	0	1403	104	1	1	8	2	4	-0.46	-3
Cc1ccc(Oc2cc(N3CCOCC3)nc(-c3ccccc3)n2)cc1	0.9	8	1629	89	1	0	16	9	3	x	2
CCOc1ccc(Cl)cc1S(=O)(=O)n1nnc2ccccc21	0.9	9	1714	89	1	6	14	9	8	x	14
Cc1cc(SCCC(=O)O)nc2ccccc12	1	1	1471	99	1.1	5	9	4	-5	0.12	-1
COc1ccc(CNC(=O)c2cccnc2Sc2ccc(Cl)cc2)cc1	0.9	-8	1452	110	1.1	3	-10	13	6	x	-1
O=C(Nc1ccc(CN2CCOCC2)cc1)c1cc2ccccn2n1	0.9	7	1600	41	1	-2	76*	8	14	x	18

Quoted from the listing.
O=C(Nc1ccc(CN2CCOCC2)cc1)c1cc2ccccn2n1 in STAT3 inh is entered as 76*
O=C(CN1CCCCC1)NCC1(c2ccccc2)CCCC1 in PPARg SRC-1 ag is entered as -2

Additional results
SMILES	bIAP act	PPARg SRC3 recr	TR-FRET SRC-2 ct	STAT3 activator	TNAP act hiacc	PPARg SRC-1 ag	STAT3 inh	bIAP inh	PPARg SRC2 recr	ROMK primary	STAT1 inh
COC(=O)CNC(=O)CN1c2cccc3cccc(c23)S1(=O)=O	1	-4	1498	102	1.1	0	1	1	1	-0.27	5
Cc1ccsc1C(=O)C1CCCN(Cc2cc(F)ccc2-n2cccn2)C1 (stereo unspecified)	1.1	3	1560	109	1.1	6	-6	-7	3	-1.2	7
CC(/C=C/c1ccc2c(c1)OCO2)=N/NC(=O)C1COc2ccccc2O1 (stereo unspecified)	0.8	2	1616	101	1	0	-2	24	2	x	-1
CN1CCCN(C(=O)CC(c2ccccc2)c2ccccc2)CC1	1.1	5	1547	93	1	6	9	-6	2	x	2
COc1ccc(-c2cc(C(F)(F)F)n3nc(C(=O)N(C)Cc4ccccc4)cc3n2)cc1OC	1.1	11	1599	98	1	3	11	-10	6	0.061	0
COc1cccc(C(=O)C2CCCN(Cc3cccc(-n4nc(C)cc4C)c3)C2)c1 (stereo unspecified)	1	-4	1551	93	1.1	11	14	3	3	-1.8	10
Cc1ccc(-c2noc(CSc3nnc(CCc4ccccc4)n3-c3ccccc3)n2)cc1	1	17	1617	103	1.1	1	-4	2	4	0.23	5
N/C(=N\OC(=O)c1ccc2ccccc2c1)c1cccc([N+](=O)[O-])c1	0.9	1	1634	94	1	11	2	10	4	x	-11
CC(C)[C@H](NC(=O)Nc1ccc(S(N)(=O)=O)cc1)C(=O)O	0.9	0	1626	98	1	2	4	6	-3	0.67	-1
O=C(Nn1c(=O)[nH]c2ccccc2c1=O)c1ccco1	1	-3	1544	100	1	1	0	0	-6	0.43	2

No new results follow: 2 of the compounds above.
SMILES	bIAP act	PPARg SRC3 recr	TR-FRET SRC-2 ct	STAT3 activator	TNAP act hiacc	PPARg SRC-1 ag	STAT3 inh	bIAP inh	PPARg SRC2 recr	ROMK primary	STAT1 inh
COC(=O)CNC(=O)CN1c2cccc3cccc(c23)S1(=O)=O	1	-4	1498	102	1.1	0	1	1	1	-0.27	5
Cc1ccsc1C(=O)C1CCCN(Cc2cc(F)ccc2-n2cccn2)C1 (stereo unspecified)	1.1	3	1560	109	1.1	6	-6	-7	3	-1.2	7

Later entries:
SMILES	bIAP act	PPARg SRC3 recr	TR-FRET SRC-2 ct	STAT3 activator	TNAP act hiacc	PPARg SRC-1 ag	STAT3 inh	bIAP inh	PPARg SRC2 recr	ROMK primary	STAT1 inh
O=C(NC1CCCCCC1)C1c2ccccc2C(=O)N1C1CC1 (stereo unspecified)	0.9	3	1634	99	1.1	4	4	6	5	-0.24	21
O=C(O)c1ccc(N2CCCCC2)cc1	0.9	7	1575	103	1	12	0	5	2	0.28	1
Cc1c(C(=O)NCC2COc3ccccc3O2)oc2ccc(S(=O)(=O)N3CC(C)CC(C)C3)cc12 (stereo unspecified)	1	12	1755	96	1	2	5	0	13	-0.67	7
N#CCC(=O)c1sccc1-n1cccc1	1	3	1743	105	1	4	-4	0	-7	-0.3	-10
O=C(CSc1nnc(Nc2ccccc2)s1)Nc1cccc(S(=O)(=O)N2CCCCC2)c1	0.9	-2	1565	103	1	-6	-4	6	-11	x	-3
CCn1c(Cc2ccc(OC)cc2)nnc1SCC(=O)N1CCN(c2ccccc2)CC1	1	12	1605	90	1	0	18	-1	13	-0.081	4
C#CCOCCOCCOCCNc1nc(N2CCOCC2)nc(N2CCN(C(=O)[C@H](Cc3cc4ccccc4[nH]3)n3cc([C@@H](N)CC(C)C)nn3)CC2)n1	1.2	3	1310	x	1.1	5	x	-19	3	x	6
CN=C(c1ccccc1)c1c(C)cccc1C	1	-2	1574	100	1	-4	-2	0	1	0.4	10
CCOc1c2ccoc2nc2c(OC)c(OC)ccc12	1.1	0	1345	x	1	5	x	-10	2	x	1
CC(OC(=O)c1ccncc1)C(=O)Nc1cccc(Cl)c1 (stereo unspecified)	1	-6	1658	94	1.1	10	10	1	-1	0.7	7
CC(=O)c1c(C)nc(-c2ccccc2)nc1N	0.9	-1	1595	95	1.1	2	9	9	-4	x	-18
CCC(=O)c1ccc(OCC(O)CN2CCN(c3ccc(F)cc3)CC2)cc1 (stereo unspecified)	1	-4	1615	95	1.1	3	11	-2	4	-0.28	4
CNc1oc(Cc2ccccc2)nc1S(=O)(=O)c1ccc(Cl)cc1	0.6	4	1533	105	1	1	-4	38	-3	-2.1	6
CCN1C(=O)N(CC)C(O)(c2ccccc2)C1(O)c1ccccc1 (stereo unspecified)	1.1	11	1592	97	1	9	6	-5	1	-0.3	-5
Cc1c(C(=O)N2CCCCCC2)nnn1-c1nonc1N	1	0	1709	106	1	-2	-3	0	-2	x	-8
O=C(Cn1cncn1)NCCC(c1ccccc1)c1ccccc1	1	-3	1514	106	1.1	8	5	-3	-6	0.47	-13
Cc1cc(Nc2nn(C)c(N)c2C#N)ccc1F	0.9	5	1680	85	1.1	14	22	9	3	0.24	0
O=C(O)CCCC(=O)Nc1nncs1	1	2	1531	98	1.1	6	8	1	-5	0.76	-7
COc1cccc(/C=C/C(=O)c2ccc[nH]2)c1	0.6	-3	1400	106	1	1	-10	40	4	1.2	-30
C/C(CC(=O)Nc1cccc2c1CCCC2)=N\NC(=O)COc1ccccc1	1	0	1620	100	1	-1	0	2	10	-1.4	-5
CCOC(=O)C(/C(N)=N/C(=O)Nc1ccccc1)=C(\C)O	0.9	0	1647	80	1	9	27	5	8	x	0
CCOc1ccccc1OCCn1nnc2ccccc21	1	2	1558	100	1	-2	2	3	11	-0.98	-8
CCCOc1ccc(CSCCNC(=S)Nc2ccccc2)cc1	0.9	1	1698	97	1.1	3	6	6	10	x	6
CCC(/C=N/NC(=O)CCCCC(=O)N/N=C/C(CC)CC)CC	1	-2	1720	100	1	1	4	1	-5	0.44	5
Cc1ccc(-c2[nH]nc(N)c2N=Nc2cccc(Cl)c2C)cc1	1	-5	1518	106	0.9	-2	0	4	-3	x	-6
COCCCNC(=O)c1cc(C(=O)Cc2ccccc2)c[nH]1	1	0	1787	91	1	10	13	-2	3	-0.87	3
Cc1ccc(S(=O)(=O)NCC(=O)NCC(=O)OCc2c(F)cccc2Cl)cc1	1.2	-2	1744	108	1	9	-5	-18	4	-0.025	1
O=C(Nc1ccc2c(c1)OCCO2)c1cc(-c2ccccn2)nc2ccc(Br)cc12	1	4	1607	107	1	11	-3	-4	2	-0.094	3
CCOc1ccc(OCC)c(NC(=O)CN2CCN(CC)CC2)c1	1.1	-5	1386	104	1	3	-2	-5	3	x	-3
CCN1CCN(C(=O)c2cn(CC)c3ccc(S(=O)(=O)N(C)C)cc3c2=O)CC1	0.9	12	1535	101	1	2	4	10	8	x	-11
CCN1/C(=C2\C(=O)N(C)C(=S)N2C)C=Cc2cc(C)ccc21	1	-6	1602	100	0.6	11	-5	-2	8	x	10
O=S(=O)(c1ccc(Cl)s1)N1CCC(Cc2ccccc2)CC1	0.4	1	1536	116	1	1	-10	x	9	x	-1
Cn1c(SCCOc2ccccc2F)nc2ccccc2c1=O	1	-1	1599	86	1	-4	20	2	0	0.46	-5
O=C(CN1CCCC1)Nc1ccc(-c2nc3cc(NC(=O)CN4CCCC4)ccc3o2)cc1	1	0	1444	150*	1.1	6	-58	3	0	-0.54	-22
Cc1cc(N2C(=O)C(O)=C(C(=O)c3ccc(C)o3)C2c2cccs2)no1 (stereo unspecified)	0.9	45*	2253*	98	1	35*	6	8	37*	x	6

Entries above containing a Cl atom:
SMILES	bIAP act	PPARg SRC3 recr	TR-FRET SRC-2 ct	STAT3 activator	TNAP act hiacc	PPARg SRC-1 ag	STAT3 inh	bIAP inh	PPARg SRC2 recr	ROMK primary	STAT1 inh
CCOc1ccc(Cl)cc1S(=O)(=O)n1nnc2ccccc21	0.9	9	1714	89	1	6	14	9	8	x	14
COc1ccc(CNC(=O)c2cccnc2Sc2ccc(Cl)cc2)cc1	0.9	-8	1452	110	1.1	3	-10	13	6	x	-1
CC(OC(=O)c1ccncc1)C(=O)Nc1cccc(Cl)c1 (stereo unspecified)	1	-6	1658	94	1.1	10	10	1	-1	0.7	7
CNc1oc(Cc2ccccc2)nc1S(=O)(=O)c1ccc(Cl)cc1	0.6	4	1533	105	1	1	-4	38	-3	-2.1	6
Cc1ccc(-c2[nH]nc(N)c2N=Nc2cccc(Cl)c2C)cc1	1	-5	1518	106	0.9	-2	0	4	-3	x	-6
Cc1ccc(S(=O)(=O)NCC(=O)NCC(=O)OCc2c(F)cccc2Cl)cc1	1.2	-2	1744	108	1	9	-5	-18	4	-0.025	1
O=S(=O)(c1ccc(Cl)s1)N1CCC(Cc2ccccc2)CC1	0.4	1	1536	116	1	1	-10	x	9	x	-1
